High-throughput results deposited in PubChem BioAssay by National Center for Advancing Translational Sciences (NCATS).
SNCA expr inhib – inhibitors of alpha-synuclein (SNCA) gene expression; AID 1671194; Potency, µM (series often up to 57.2 µM), inactives show at the highest dose activity change, negative = inhibition, usual class: inhibitors; HEK-293 SNCA-luciferase knock-in, luminescence, 24 h; actives 0.17% (n = 140,000);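 also: potency is read from the fitted curve at half-maximal effect; plate controls were DMSO cells for no effect and cell-free wells for full effect; nearly all actives have a fitted effect of over 45% in size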
FLuc inh – inhibitors of firefly (Photinus pyralis) luciferase; P08659; actives 2.5% (n = 76,000); Potency, µM (titrated, usually from 115 µM), for the others: at the highest dose activity change, negative = inhibition, actives largely listed as inhibitors; purified P. pyralis luciferase, luminescence, biochemical; also: potency is read from the fitted curve at half-maximal effect; nearly all actives have a fitted effect of over 65% in size
Target sequence (P08659 whole entry, looked up): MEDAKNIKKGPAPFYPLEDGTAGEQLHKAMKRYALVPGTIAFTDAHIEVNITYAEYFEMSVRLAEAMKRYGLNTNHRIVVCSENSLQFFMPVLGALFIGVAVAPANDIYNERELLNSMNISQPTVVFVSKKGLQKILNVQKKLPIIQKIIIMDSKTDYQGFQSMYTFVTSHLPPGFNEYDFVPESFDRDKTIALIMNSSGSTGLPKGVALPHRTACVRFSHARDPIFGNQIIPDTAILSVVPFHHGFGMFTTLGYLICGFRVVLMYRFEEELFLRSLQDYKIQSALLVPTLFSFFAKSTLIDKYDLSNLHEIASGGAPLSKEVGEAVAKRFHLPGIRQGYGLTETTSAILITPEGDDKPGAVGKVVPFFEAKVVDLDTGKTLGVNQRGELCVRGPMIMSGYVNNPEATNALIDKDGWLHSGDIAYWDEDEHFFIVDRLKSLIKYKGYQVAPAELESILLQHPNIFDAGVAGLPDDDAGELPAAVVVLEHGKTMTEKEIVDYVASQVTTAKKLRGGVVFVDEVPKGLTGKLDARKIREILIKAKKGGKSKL
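FLuc 10nM, D-luciferin 10uM, ATP 10uM, Mg acetate 10mM, Tris acetate pH 7.5, Tween/BSA; cpd qHTS; enzyme added last; CCD luminescence.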
HEK293 tox – cytotoxic compounds in HEK 293 cells | actives 6.6% (n = 94,000) | HEK 293 viability, ATP luminescence (CellTiter-Glo), 48-72 h | Potency, µM (series often up to 115 µM), inactives show at the top dose activity change, negative = cytotoxicity, hits mostly inhibitors; also: potency is read from the fitted curve at half-maximal effect; nearly all actives have a fitted effect of over 60% in size
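Cells seeded first (HEK 293, 250 cells/well), then compound added by pintool. Incubation ran 48 or 72 hr at 37 degree Celsius. CellTiter-Glo was added and luminescence imaged after 10 min at room temperature.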
HEK293 viab – cell viability loss counter-screen; actives 0.12% (n = 150,000); HEK-293-SNCA-luc viability, GF-AFC fluorescence, 24 h; Potency, µM (series often up to 57.1 µM), without a hit: at the highest dose activity change, negative = cytotoxicity, most hits filed as cytotoxic; AID 1671193;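 also: potency is read from the fitted curve at half-maximal effect; 0% = DMSO-treated cells and -100% = medium-only wells without cells; nearly all actives have a fitted effect of over 30% in size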
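Cytotoxicity counterscreen: after 24 h compound treatment of genome-edited SNCA-luciferase HEK-293 cells, live-cell protease substrate GF-AFC read by fluorescence after 30 min; activity scaled between DMSO (0%) and medium-only (-100%), curves Hill-fitted.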
IP6K1 inh – inhibitors of human IP6K1 | Q92551 | IP6K1 kinase, ADP-Glo luminescence, 2 h; stronger effect = lower value | activity change, % (series mostly up to about 58 µM) | actives 0.81% (n = 140,000) | AID 1645851; in the data active = activity change below about -25%
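ADP-Glo luminescence measures ADP made by human IP6K1 during a 2 h RT reaction with ATP/IP6 (mix at 1.3 mM/130 uM); top library doses 57.5 and 19.1 uM final.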
GPT2 inhibitor – blocks human glutamate pyruvate transaminase 2. actives 0.25% (n = 100,000). AID 1671188. Recombinant GPT2, coupled pyruvate oxidase/HRP Amplex Red fluorescence. Potency, µM (series often up to 57.7 µM), without a hit: at the top dose activity change, negative = inhibition, usual class: inhibitors; also: potency is read from the fitted curve at half-maximal effect; nearly all actives have a fitted effect of over 60% in size; many of its hits are not listed in these tables
Target sequence (Q8TD30 whole entry, looked up): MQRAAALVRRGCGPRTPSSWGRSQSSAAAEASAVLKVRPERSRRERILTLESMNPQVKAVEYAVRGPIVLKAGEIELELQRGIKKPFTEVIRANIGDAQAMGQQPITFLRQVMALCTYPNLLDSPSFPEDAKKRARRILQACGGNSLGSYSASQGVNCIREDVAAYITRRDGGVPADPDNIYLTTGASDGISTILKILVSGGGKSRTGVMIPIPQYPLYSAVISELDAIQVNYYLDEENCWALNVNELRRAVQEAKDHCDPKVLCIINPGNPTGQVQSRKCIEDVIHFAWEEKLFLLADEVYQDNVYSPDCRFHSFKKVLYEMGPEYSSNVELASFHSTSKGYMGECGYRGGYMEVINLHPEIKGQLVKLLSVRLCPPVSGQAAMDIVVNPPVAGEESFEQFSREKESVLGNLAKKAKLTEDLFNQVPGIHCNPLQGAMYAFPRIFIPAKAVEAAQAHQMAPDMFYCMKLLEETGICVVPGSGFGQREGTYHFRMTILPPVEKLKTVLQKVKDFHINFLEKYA
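Inhibition is scored from Amplex Red fluorescence generated when pyruvate oxidase and HRP act on pyruvate released by GPT2. Reactions contain 10ng/uL enzyme, 250uM a-KG and 2mM L-alanine and run 30 min at room temperature.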
3T3 cytotox – kills NIH 3T3 cells; NIH 3T3 viability, CellTiter-Glo ATP luminescence, 48-72 h; Potency, µM (doses to about 96.7 µM), without a hit: at the highest dose activity change, negative = cytotoxicity, hits mostly inhibitors; actives 4.3% (n = 94,000); also: potency is read from the fitted curve at half-maximal effect; nearly all actives have a fitted effect of over 55% in size
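Mouse fibroblast NIH 3T3 cells, 400 per well, received compound via pintool and were incubated for 48 or 72 hr prior to CellTiter-Glo ATP luminescence measurement.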
The depositor's hits bear a star; i = inactive; u = inconclusive; x = not tested or not shown; [ ] = dose if it differs, or a comment. Unless noted, calls follow the shape of the dose curve; as a rule, active = well fitted curve in the direction sought with a large enough effect; inconclusive = small, poorly fitted or top-dose-only effect, or another doubt; inactive = no such curve, though single readings can be large; an effect the other way counts as inactive or inconclusive. Unless noted, % is scaled to controls: 0 for no effect and ±100 for the full control effect. Some of the compounds tested, so the mix of outcomes need not match the whole.

SMILES | SNCA expr inhib | FLuc inh | HEK293 tox | HEK293 viab | IP6K1 inh | GPT2 inhibitor | 3T3 cytotox
COc1ccc(Cn2c(=O)c(C(=O)N3CCN(C(=O)C4CCCC4)CC3)nc3cccnc32)cc1 | x | x | i | x | 17 | x | -2%
N#CC1CCN(C(=O)c2ccc3nnc(Cc4ccco4)n3c2)CC1 | -2% | x | i | -6% | 2 | -2% | 2%
O=C(CC1C(=O)N(c2ccccc2)C(=O)N1CCC1=CCCCC1)Nc1ccc(F)cc1 (stereo not given) | -1% | x | x | -14% | -10 | x | x
COc1ccc(CNC(=O)c2ccc3nc(-c4ccc(F)cc4)c(-c4ccc(F)cc4)nc3c2)cc1 | 30% | x | x | 5% | 53 | x | x
COC(=O)CCNC(=O)C1CN(S(=O)(=O)c2cccnc2)CC12CCCCC2 (stereo not given) | 11% | -4% | -3% | 5% | 11 | i | 1%
COCCN1C(=O)c2cccn2CC1CNC(=O)c1cccc(F)c1 (stereo not given) | -12% | 0% | -5% | -17% | 3 | i | 2%
CC1=C(C(=O)Nc2ccccc2)C(c2ccc(F)cc2)n2nc(SCc3cc(C)ccc3C)nc2N1 (stereo not given) | -12% | x | x | 16% | -6 | x | x
Cc1ccc(C(=O)N2CCc3sc(C(=O)NCc4cc(F)cc(F)c4)cc3C2)cc1 | -7% | -2% | -29% | 3% | 2 | i | -24%
CC(C)=CCC1(CO)CCCN(c2ncccc2C(=O)N2CCCC2)C1 (stereo not given) | -12% | 9% | -2% | 2% | -4 | -9% | -12%
CN(C)c1ccc(C(=O)N2CCC[C@H]2c2nc(-c3ccccc3)no2)cc1 | 73%[activator] | -23% | u | 11% | -3 | -1% | -25%
N#Cc1ccccc1S(=O)(=O)N[C@H]1CO[C@H]2[C@@H]1OC[C@@H]2n1nnnc1Oc1cccc(N2CCOCC2)c1 | -6% | -2% | u | 1% | -4 | i | -16%
COc1cccc(CNC(=O)c2ccc3nnc(CC4CC4)n3c2)c1 | -17% | x | -13% | -1% | 6 | i | u
CC(C)Cn1c(CN(C)CCC2CCCCO2)cnc1S(=O)(=O)Cc1ccccc1 (stereo not given) | 1% | -10% | u | -13% | 0 | u | -11%
CCCCCN(CCC12CC3CC(CC(C3)C1)C2)C(=O)NCCCc1ccncc1 | -4% | x | x | u | -15 | 5% | x
CS(=O)(=O)c1ccc(-c2nnc(/C=C/c3nnc(-c4ccc(C#N)cc4)o3)n2-c2ccccc2Cl)nc1 | x | x | x | -28% | 21 | i | x
CN(C)C(=O)c1n[nH]c2c1CN(C(=O)c1cccc(C(F)(F)F)c1)CC2 | 3% | -7% | 0% | 8% | 9 | -4% | -1%
CCOc1ccc(OCC)c(NS(=O)(=O)c2ccc3c(c2)CCN3C(=O)C2CCC2)c1 | 21% | x | x | 16% | -7 | x | x
CC(C)Oc1ccc(-c2noc(-c3ncn4c3COC(c3ccc(F)cc3)C4)n2)cc1 (stereo not given) | -16% | 1% | -1% | -5% | 0 | 2% | -6%
COc1cc(C(=O)NCc2c(C)noc2C)ccc1OC1CCN(C(C)=O)CC1 | 3% | 8% | -16% | 3% | -8 | i[11.5 µM] | -8%
Cc1ccc(C)c(-c2ccc(=O)n(Cc3ccc(F)cc3Cl)n2)c1 | 10% | x | x | -3% | -3 | x | x
COc1ccc(C(=O)N2CCN3C(=O)N(Cc4ccccc4)C(=O)[C@H]3C2)cc1 | 12%[87.6 µM] | 10%[172 µM] | u | -1%[87.6 µM] | -7 | i | -17%[174 µM]
COc1cccc(C(=O)N(Cc2ccco2)c2ccccn2)c1 | 41%[activator] | x | x | 8% | 32 | x | x
Clc1cc(Cl)cc(CNc2ncncc2-c2ccc3c(c2)OCO3)c1 | -30% | x | x | -14% | x | -6% | x
CC(C)Cn1c(=O)c(C(=O)NCc2ccc(C(F)(F)F)cc2)nc2cccnc21 | -5% | x | -16% | -5% | 7 | -9% | -15%
Cc1cccc(N2CCN(C(=O)c3cccc(-n4c(C)nc5cccnc54)c3)CC2C)c1 (stereo not given) | 0% | x | x | 3% | 14 | x | x
C=C1C(OC2OC(CO)C(O)C(O)C2O)CC2C(C)(C)C(O)CCC2(C)C1CC/C(C)=C\COC(=O)CC(=O)O (stereo not given) | x | x | x | -4%[23.9 µM] | -4 | 0%[17.1 µM] | x
COC[C@@H]1CN(C(=O)c2ccc(C(C)(C)C)cc2)C[C@H]1c1nc(C)no1 | -17% | -10% | -2% | -4% | 2 | i | -11%
C[S+](=O)([O-])N1CCCC1C(=O)N1CCC(N2Cc3ccccc3C2=O)CC1 (stereo not given) | -10% | x | -2% | -2% | 13 | 1% | 3%
Cc1cccc(-c2cccc(CN3CCC(N[S+](C)(=O)[O-])CC3)c2)c1 | -8% | x | u | 7% | -4 | -5% | u
CO[C@H]1[C@H](NC(=O)c2cn3ccsc3n2)c2ccccc2C12CCNCC2 | 9% | 2% | -2% | -19% | 25 | -12%[11.5 µM] | 0%
CCC1Oc2ccccc2N(CC(=O)NCc2cc(OC)ccc2OC)C1=O (stereo not given) | 5% | x | x | 12% | 15 | x | x
CCO[C@H]1CN(C2CCN(c3ccc(C)c(Cl)c3)CC2)C[C@@H]1O | -7% | 5% | u | -2% | -6 | -4% | u
CN1CCC(NC(=O)C(C)(C)Oc2nn(Cc3cccc(Cl)c3)c3ccccc23)CC1 | u | 0%[172 µM] | 40µM* | u | 14 | 2%[88.5 µM] | 32µM*
COc1cc(SC)ccc1C(=O)N[C@H]1CCN2C(=O)[C@@H](CC(=O)O)NC(=O)[C@@H]2C1 | -2%[87.6 µM] | 0%[172 µM] | i | 0%[87.6 µM] | -9 | -9%[88.5 µM] | 5%[174 µM]
Cc1ccc(C(=O)N2CCC(n3cc(-c4nc(C5CC5)no4)nn3)C2)cc1C (stereo not given) | -6% | -5% | u | -24% | -4 | i | u
CCS(=O)(=O)N1CCc2cc(C(=O)N3CCN(c4ccc(OC)cc4)CC3)ccc21 | 69%[activator] | x | x | -11% | -4 | x | x
COc1ccc(C(=O)NCC(=O)N2CCCCCCNC(=O)CC2c2ccccc2)c(OC)c1 (stereo not given) | 2% | -15% | -5% | u | 2 | i | u
CN(C)C[C@@H]1CN(c2ncccn2)C[C@H]1NS(=O)(=O)c1cccs1 | 19% | -3% | -13% | 12% | 31 | 1% | -16%
CC(=O)N[C@H]1CCN(c2ccc(C3=NOC(CN[S+](=O)([O-])C(C)C)C3)cc2F)C1 (stereo not given in full) | x | x | x | -13% | 15 | -9% | x
Cc1ccc(F)c(C(CC(=O)NCc2ccco2)c2c[nH]c3ccc([N+](=O)[O-])cc23)c1 (stereo not given) | u | -10% | 40µM* | -29% | 7 | 4% | 32µM*
CCCS(=O)(=O)N1CCc2n[nH]c(=O)n2CC1 | u | 3% | 1% | 6% | -6 | i | 2%
CN(Cc1ccccc1)Cc1cn([C@H]2CO[C@H]3[C@@H]2OC[C@@H]3NS(=O)(=O)c2cccs2)nn1 | 27% | -8% | u | -2% | -14 | i | u
CN(C)c1ccc(Nc2ncncc2-c2nc(-c3ccccc3)no2)cc1 | 60%[activator] | -20% | i | 1% | -6 | -9% | i
COCCn1c(C)cc(O)c(C(c2ccc(Cl)cc2)N2CCN(c3ccccc3)CC2)c1=O (stereo not given) | -16% | x | x | -10% | 3 | x | x
Cn1c(/C(C#N)=C/c2ccccc2Br)nc2ccccc21 | 78%[activator] | x | x | -6% | 0 | x | x

Reformatted field by field: 2 of the compounds above.
> Cc1ccc(C(=O)N2CCC(n3cc(-c4nc(C5CC5)no4)nn3)C2)cc1C (stereo not given)
  SNCA expr inhib: -6% | FLuc inh: -5% | HEK293 tox: u | HEK293 viab: -24% | IP6K1 inh: -4 | GPT2 inhibitor: i | 3T3 cytotox: u
> CN(C)c1ccc(Nc2ncncc2-c2nc(-c3ccccc3)no2)cc1
  SNCA expr inhib: 60%[activator] | FLuc inh: -20% | HEK293 tox: i | HEK293 viab: 1% | IP6K1 inh: -6 | GPT2 inhibitor: -9% | 3T3 cytotox: i

Further results.
SMILES | SNCA expr inhib | FLuc inh | HEK293 tox | HEK293 viab | IP6K1 inh | GPT2 inhibitor | 3T3 cytotox
COc1cccc(NC(=O)CSc2nc(-c3ccccc3Cl)nc3c2Cc2c(CO)cnc(C)c2O3)c1 | -6% | x | x | 2% | 30 | x | x
CCN(CC)c1cc(CCC(=O)O)ccn1 | 6% | 6.3µM* | -7% | 4% | -9 | i | 1%
CC1=NS(=O)(=O)N(C)C=C1C(=O)OCc1nc(C2CCCCC2)no1 | -17% | -22% | -25% | 10% | 0 | i | u
COc1ccc(NC(=O)c2oc3ccc(S(=O)(=O)N(C)C4CCCCC4)cc3c2C)cc1 | u | x | x | -6% | 21 | x | x
CC(=O)NCCC(=O)N1Cc2ccccc2CC2(CCN(CC3CCNCC3)CC2)C1 | -1% | x | 1% | 9% | 6 | i | i
Cn1ncc2c(C(=O)NCc3cccc(F)c3)cc(-c3ccc([S+](C)(=O)[O-])cc3)nc21 | 6% | x | i | -1% | 2 | i | i
Cc1cccc(N2CCN(S(=O)(=O)c3ccc(-c4cc(C(F)(F)F)on4)s3)CC2)c1C | 6% | x | x | 10% | -2 | x | x
COCc1cc(=O)n(CC(=O)Nc2ccc(F)cc2)c(N2CCOCC2)n1 | -6% | -8% | 5% | -8% | 30 | i | -11%
Cc1cc(C)n(CCC(=O)N2C[C@@H](CO)[C@H](c3ccccn3)C2)n1 | 31% | 8% | 2% | 4% | 7 | i | 3%
O=C(N[C@@H]1CN(Cc2ccccc2F)C[C@H]1CO)c1ccccc1 | 12% | -13% | -9% | u | -10 | 0% | -24%
COCc1ccc2c(c1)c(OC(C)(C)C(=O)N1CC(O)C1)nn2Cc1cccnc1 | 5%[87.6 µM] | -1%[172 µM] | 2%[172 µM] | 5%[87.6 µM] | -7 | i | 79µM*
COCC(=O)N[C@@H]1CN(C2CCCCCC2)CC[C@@H]1CO | 12% | x | -4% | 17% | -14 | 2% | -15%
COc1cc(OC)c(NC(=O)c2cc3c(s2)-c2ccc(Cl)cc2SC3)cc1Cl | 83%[activator] | x | x | 0% | -2 | x | x

One compound at a time (already shown). Order of values: SNCA expr inhib | FLuc inh | HEK293 tox | HEK293 viab | IP6K1 inh | GPT2 inhibitor | 3T3 cytotox
CC(=O)NCCC(=O)N1Cc2ccccc2CC2(CCN(CC3CCNCC3)CC2)C1 in the list: -1% | x | 1% | 9% | 6 | i | i
COc1cc(OC)c(NC(=O)c2cc3c(s2)-c2ccc(Cl)cc2SC3)cc1Cl in the list: 83%[activator] | x | x | 0% | -2 | x | x
COCc1ccc2c(c1)c(OC(C)(C)C(=O)N1CC(O)C1)nn2Cc1cccnc1 in the list: 5%[87.6 µM] | -1%[172 µM] | 2%[172 µM] | 5%[87.6 µM] | -7 | i | 79µM*
Cn1ncc2c(C(=O)NCc3cccc(F)c3)cc(-c3ccc([S+](C)(=O)[O-])cc3)nc21 in the list: 6% | x | i | -1% | 2 | i | i
